XiGFP reactiv: activators of inactive X chromosome reactivation, primary screen, imaging, XiGFP fibroblasts, GFP high-content imaging, set 2; XiGFP mouse fibroblasts, % GFP-positive cells imaging, 3 d; cells co-treated with 5-aza-dC sensitizer; scaled so ellipticine positive control = 100%; activation, % at 7.58 µM; hit rate 0.055% among 360,000; AID 743238, 2013;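 active means mean normalized replicate activation at least 10% and every replicate at or above 10%; inconclusive means only one of the two criteria met; inactive means mean below 10% and not all replicates reach 10%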;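 further: 0% = median of on-plate neutral control wells and 100% = ellipticine 6 µM median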
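Assay system: SV40-immortalized XiGFP fibroblast cells, line 68-5-11; buffer or medium: DMEM plus 5-aza-dC sensitizer; compound: one concentration, pinned; timing: compounds 3 days, fix/stain 15 min at room temperature; benchmarks: positive control ellipticine, 6 µM final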
ARNT-TACC3 inh: disruptors of ARNT/TACC3 protein interaction, primary screen, biochemical, AlphaScreen, single concentration | Transforming acidic coiled-coil-containing protein 3 (Homo sapiens), Q9Y6A5 | AlphaScreen His-ARNT PAS-B/GST-TACC3 binding, luminescence; TACC3 fragment carries E629A point mutation | inhibition, % at 9.99 µM | hit rate 0.66% among 390,000;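 active means mean inhibition of replicates at least 50% and at least half of replicates each reaching 50%; inconclusive means half or more replicates reach 50% but mean below 50%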;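 further: 0% = complete ARNT plus TACC3 wells and 100% = ARNT alone without TACC3; many hits fall short of the cut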
EWS-Fli inh: EWS/Fli-driven NR0B1 reporter inhibitors, primary screen, A673 cells, NR0B1 luciferase, luminescence, MLPCN library; AID 651661, 2012; inhibition, % at 12.6 µM; viability-normalised; hit rate 0.67% among 350,000;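 active means mean inhibition of at least 50% after viability correction, with every replicate also passing that limit; inconclusive means mean reaches 50% but only one of two replicates passes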;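 further: firefly luciferase signal divided by Alamar Blue viability fluorescence both relative to DMSO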
ERp5 inh: inhibitors of ERp5-driven insulin aggregation, primary screen, biochemical, turbidity, absorbance 650 nm, single point. Protein disulfide-isomerase A6 (Homo sapiens), Q15084. AID 651711, 2012. hit rate 0.05% among 350,000. inhibition, % at 9.99 µM. 90 min;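 active means mean replicate inhibition above about 25%, with every replicate also reaching it, limit read from the data, passing the limit was not always enough; inconclusive means only one of those two criteria met; inactive means neither criterion met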
Target sequence (Q15084 whole entry, looked up): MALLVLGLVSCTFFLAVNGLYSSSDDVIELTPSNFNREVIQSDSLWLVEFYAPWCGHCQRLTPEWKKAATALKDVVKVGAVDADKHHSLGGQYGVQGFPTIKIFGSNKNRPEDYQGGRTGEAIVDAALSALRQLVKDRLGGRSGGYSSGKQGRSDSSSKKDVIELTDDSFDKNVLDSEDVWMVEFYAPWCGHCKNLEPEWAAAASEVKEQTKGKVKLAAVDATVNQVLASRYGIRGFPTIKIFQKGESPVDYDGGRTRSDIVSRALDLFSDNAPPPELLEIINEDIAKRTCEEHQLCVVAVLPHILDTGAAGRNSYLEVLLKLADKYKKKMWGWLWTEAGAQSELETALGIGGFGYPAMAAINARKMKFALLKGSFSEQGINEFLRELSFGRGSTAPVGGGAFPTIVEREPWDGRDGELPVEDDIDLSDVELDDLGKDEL
DENV2 CPE: inhibitors of DENV2 cytopathic effect, primary screen, cell-based, plate reader, single concentration; CPE inhibition, % at 9.99 µM; hit rate 1.7% among 350,000; AID 651640, 2012; DENV2-infected cells, cytopathic effect rescue; in the data active means CPE inhibition above about 20%, passing the limit was not always enough; inconclusive means no clear call, values can overlap the other calls; tested in BHK-21 cells;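 further: 0% = median of neutral control wells and 100% = median of positive control wells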
GSIS activator: GLuc luminescence reporter in INS-1E cells, primary screen for activators of glucose-dependent secretion of insulin; INS-1E GLuc reporter insulin secretion, 2-3 h; activation, % at 16.6 µM; hit rate 0.61% among 370,000;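 active means lowest replicate activation of at least 40%, so every replicate reaches that level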;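 further: 0% = median of neutral control wells and 100% = median of IBMX positive control wells; some compounds called inactive have numbers as strong as hits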
PAX8 reporter: inhibitors of PAX8-driven TPO luciferase reporter, primary screen, RMG-I cells, single concentration | inhibition, % at 12.6 µM | SteadyGlo, 24 h | AID 652154, 2013 | hit rate 1.2% among 360,000;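 active means mean replicate inhibition at least 60% with every replicate also reaching 60%; inconclusive means only one of the two criteria is met; inactive means mean below 60% and not all replicates reaching 60%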;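 further: luciferase light reporting Pax8 driven TPO promoter activity; plate controls were median of neutral control wells for no effect and mitoxantrone controls for full effect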
CFTR F508del cor: F508del CFTR correction, initial screen, CFBE line, single point; CFBE cells, YFP halide quenching; stimulated with forskolin plus potentiator P3; % fluorescence drop versus neutral controls; activity (quench increase), % at 7.58 µM; hit rate 0.36% among 350,000;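 active means mean added fluorescence quench of at least 8% versus neutral control, with both replicates also reaching 8%; inconclusive means only one of the mean or replicate conditions met; inactive means mean below 8% and not both replicates reaching 8%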;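 further: cells transiently co-express mutant CFTR-F508del with the halide-sensitive YFP; corrector assay measuring rescue of mutant channel to the surface after 24 h compound exposure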
* = called active by the depositor; ? = inconclusive; . = not tested or not shown; & = joins results of further samples; ! = not active in a repeat.

SMILES	XiGFP reactiv	ARNT-TACC3 inh	EWS-Fli inh	ERp5 inh	DENV2 CPE	GSIS activator	PAX8 reporter	CFTR F508del cor
C[C@H]1CN([C@@H](C)CO)S(=O)(=O)c2ccc(-c3cccc(C(=O)N(C)C)c3)cc2O[C@H]1CN(C)C(=O)Cc1ccccn1	0.1	-8	2	-2	9	1	.	-2.4
Cc1ccc(NC(=O)CN2C(=O)/C(=C3\SC(=S)N(C4CCS(=O)(=O)C4)C3=O)c3ccccc32)cc1 (stereo not drawn)	0.0	.	3	12	-1	0	33	-1.2
COc1ccccc1NS(=O)(=O)c1ccc2oc(SCc3ccc(F)cc3)nc2c1	0.0	-8	.	.	.	-11	13	.
Cn1c(CNC(=O)c2ccc3c(c2)OCO3)nnc1SCC(=O)Nc1ccc(F)cc1F	0.4	.	-8	0	-7	-1	-10	-2.3
CCN(C[C@H]1[C@H](c2ccccc2)[C@@H](CO)N1C(C)=O)C(=O)NC1CCCC1	0.0	2	-16	-4	6	11	5	2.1
Cc1cc(C(=S)N2CCOCC2)c(C)n1-c1ccc(F)cc1	0.1	7	-28	5	2	1	-24	-1.3
C[C@@H]1CN([C@@H](C)CO)C(=O)c2cc(NS(=O)(=O)c3cccs3)ccc2O[C@@H]1CN(C)Cc1ccccc1	-0.1	.	2	.	.	-1	-1	0.1
CC1CCCCN1C(=O)CCC(=O)Nc1nnc(C2CCCCC2)s1 (stereo not drawn)	0.1	0	-9	4	-1	-5	-8	0.8
CCc1nnc(NS(=O)(=O)c2ccc(NC(=O)c3ccc(Cl)cc3)cc2)s1	-0.1	1	2	-7	3	6	-9	-1.6
O=C(Nc1ccc(OCCO)cc1)c1csc([C@H]2C[C@H](O)[C@@H](CO)O2)n1	0.1	.	-12	4	-1	12	2	-0.3
O=C(c1cc([N+](=O)[O-])ccc1Cl)N1CCc2ccccc21	0.0	16	1	6	-3	7	8	0.2
O=c1[nH]c2ccsc2c(=O)n1CCO	0.1	-3	2	-6	3	-1	-5	-0.2
Cc1c(C(=O)N/N=C/c2ccc(N(C)C)cc2)[nH]c2ccc(Cl)cc12	0.1	12	50	0	3	12	24	2.4
O=C(O)C[C@@H]1C=C[C@H](NC(=O)Nc2ccccc2)[C@H](CO)O1	0.2	-4	5	10	-7	5	10	-1.5
CC(=O)N(C)c1ccc(NC(=O)Nc2ccc(Cl)cc2)cc1	0.0	.	-64	8	6	.	-43	-5.7
Cc1ccccc1NC(=O)NC1(C(=O)N2CCCC2)CCCCC1	0.0	-4	-4	-1	0	.	9	-1.7
Cc1cc(C)c(OCC(=O)OC(C)C(=O)N2CCc3ccccc32)c(C)c1 (stereo not drawn)	0.0	-1	-4	-2	-1	5	5	-0.5
Cc1ccc(-n2[nH]c(C)c(C=Nc3ccc(C)cn3)c2=O)cc1	.	0	4	2	14	-4	.	-0.4
NC(=O)COc1ccc(/C=N\NC(=O)c2ccc(-c3ccccc3)cc2)cc1	0.3	5	-5	-8	5	31	27	0.0
COc1cccc(CN(C)C(=O)c2cc(S(=O)(=O)N3CCN(c4ccccc4)CC3)ccc2Cl)c1	0.1	-12	33	-5	5	-30	13	3.4
Cc1cccc(NS(=O)(=O)c2ccc(C)c(C(=O)NCC(c3ccccc3)N(C)C)c2)c1 (stereo not drawn)	-0.1	4	0	4	-4	-15	9	1.3
Cc1oc(=O)cc(OCc2ccccc2)c1C	-0.1	-4	-5	2	-7	-5	-16	-0.7
O=C(C1CCOCC1)N1C[C@@H]2N[C@H](C1)C2c1ccc(-c2ccncc2)cc1 (stereo partly drawn)	0.0&0.0	.	17&-7	.	2&-1	-3&-7	10&-6	1.1&-5.0
COc1ccc(OC)c(NC(=O)c2nc(-c3ccccc3)oc2C)c1	0.3	-2	11	-2	2	18	12	0.2
C[C@@H]1CN([C@H](C)CO)S(=O)(=O)c2ccc(C3=CCCC3)cc2O[C@H]1CN(C)C(=O)c1cnccn1	-0.7	.	-17	.	.	6	6	-0.3
CCOc1ccc(/C(C)=N/NC(=O)C(OC)c2ccccc2)cc1 (stereo not drawn)	0.2	11	-3	1	-5	15	5	-0.3
CC(C)NC(=O)N(C)C[C@H]1Oc2c(NS(=O)(=O)c3cn(C)cn3)cccc2C(=O)N([C@H](C)CO)C[C@@H]1C	1.4&0.0	-1	-2&-13	11&-14	?	-7&-2	2	-2.5&-0.4
CCCCOc1ccc(C(=O)NCC(=O)NC2CCCCC2)cc1	0.3	-2	-6	1	.	14	-13	-2.4
COCCNC(=O)COC(=O)c1cccnc1SC	0.4	2	3	1	.	6	11	-0.8
O=C(C1CCOCC1)N1C[C@@H]2[C@H](c3ccccc31)[C@H](CO)N2C(=O)c1ccccc1	0.2	3	-19	-4	89*	-7	-22	1.8
CCCCN1C(=O)C(CC(=O)NC2CC2)CC(C(=O)N(C(C)C)C(C)C)=C1C (stereo not drawn)	0.0	.	-2	1	4	17	-6	1.1
Cc1nn2c(NCc3ccccn3)cc(C(C)C)nc2c1-c1ccccc1	-0.1	3	7	-1	-15	5	24	-2.0
CC(C)(C)c1cc[n+](-c2[nH]c(=O)sc2/C=N/NC([S-])=Nc2ccccc2)cc1	1.0	-1	5	0	-3	-29	13	1.2
Cc1ccc(/C=C/C(=O)NCCCN2CCN(CCCNC(=O)/C=C/c3ccc(C)cc3)CC2)cc1	1.1	-2	-3	1	-5	.	24	.
CCN(C(=O)N1CCOCC1)c1ccccc1C	0.1	-4	-16	-1	-1	-4	9	-1.7
COC(=O)c1ccc(CNC(=O)COC(=O)C2CCC(C(C)(C)C)CC2)cc1 (stereo not drawn)	0.3	-1	-3	1	11	5	10	.
Cc1ccc(CSc2ccc(S(=O)(=O)N3CCCCC3)cn2)cc1	0.1	-1	5	-4	-5	-5	22	-2.9
CC(=O)Nc1cccc(C(=O)N/N=C/c2cccc(C)n2)c1	0.0	12	-2	1	3	16	-5	-1.1
COc1ccc(C(=O)C[n+]2cc(-c3ccc(OC)cc3)n3c2CCCC3)cc1	0.1&-0.2	-5&15	19&6	4&5	0&5	-47&-46	72*!	0.1&-1.0
C[C@@H]1CN([C@@H](C)CO)C(=O)c2cccc(NC(=O)C3CCCCC3)c2O[C@@H]1CN(C)S(=O)(=O)c1ccccc1	-0.1	.	-17	0	-1	-4	-13	-2.9

Results in GSIS activator, EWS-Fli inh and PAX8 reporter (two entries from above):
structure | GSIS activator | EWS-Fli inh | PAX8 reporter
CCCCOc1ccc(C(=O)NCC(=O)NC2CCCCC2)cc1 | 14 | -6 | -13
COCCNC(=O)COC(=O)c1cccnc1SC | 6 | 3 | 11

The listing continues:
SMILES	XiGFP reactiv	ARNT-TACC3 inh	EWS-Fli inh	ERp5 inh	DENV2 CPE	GSIS activator	PAX8 reporter	CFTR F508del cor
CC(C)(C)n1nc2c(c1NC(=O)c1ccc(Br)cc1)CS(=O)C2 (stereo not drawn)	0.1	-15	-2	5	11	-5	6	-1.7
COc1ccc2ccccc2c1CNc1nnnn1C	0.1	-2	-4	-5	-1	-10	-5	-0.9
CCCNC(=O)[C@@H]1[C@@H](CO)[C@@H]2Cn3c(ccc(C4=CCCCC4)c3=O)[C@H]1N2Cc1cocn1	0.1	10	-4	-3	19	3	.	-1.8
O=C(NN1CCOCC1)c1ccc(Cl)cc1Cl	-0.1	-4	2	-1	-4	13	-11	0.4
Cn1c2c(c(O)c(-c3ccccc3)c1=O)C(=O)CC(C)(C)C2	0.1	-3	-19	.	.	-9	-4	-1.1
CCOC(=O)CNC(=O)N(C)[C@H]1C[C@H]2c3[nH]c4ccccc4c3CCN2C(=O)[C@H]1[C@H](C)O	.	.	-11	-2	24*	2	-18	0.2
COc1ccc(CCNC(=O)CSc2nnc3ccc(-c4cccnc4)nn23)cc1OC	0.0	5	-4	2	-7	4	9	0.4
COCC(=O)N(C)C[C@@H]1Oc2cc(C#Cc3ccccc3)ccc2S(=O)(=O)N([C@@H](C)CO)C[C@@H]1C	0.0	-10	-6	1	-5	-1	.	3.6
Cc1ccc(Cn2c([N+](=O)[O-])cnc2C)cc1	0.5	-5	.	.	.	-23	4	.
CCOc1ccccc1NC(=O)CSc1nnc(CNC(=O)c2ccccc2F)o1	0.1	-1	.	1	3	41	12	1.8
COc1cccc(NC(=O)CNC(=O)Cn2cnc3sc4c(c3c2=O)CCCC4)c1	0.0	3	.	2	-1	5	17	-0.6
CSCCC(NC(=O)COc1ccccc1)C(=O)O (stereo not drawn)	0.2	-3	1	3	-14	0	1	0.4
CN(C(=O)COC(=O)COc1ccccc1Cc1ccccc1)c1ccccc1	-0.2	-3	8	7	8	-47	7	-1.1
O=C(Nc1ccccc1N1CCOCC1)c1cccc(S(=O)(=O)N2CCOCC2)c1	0.0	20	10	5	-7	1	-7	-2.2
COC(=O)c1nc2ccccn2c1F	0.1	0	1	-5	2	5	7	-4.5
O=C(C[C@@H]1C=C[C@@H](NS(=O)(=O)c2ccccc2)[C@H](CO)O1)NCc1ccncn1	-0.7	.	-4	-1	-4	10	0	-0.6
Cc1ccc(S(=O)(=O)N[C@@H]2C=C[C@@H](CC(=O)NCCCN(C)C)O[C@@H]2CO)cc1	0.6	2	-5	-2	-10	-6	0	2.4
Cc1ccc(Cn2c(C3CCCN3c3nc(-c4cc(Cl)c(N)c(Cl)c4)cs3)nc3cc(Cl)c(Cl)cc32)cc1 (stereo not drawn)	-0.1	-1	-32	1	1	.	-3	4.3
CCNC(=O)CSc1nc2cc(S(=O)(=O)Nc3ccc(OC)cc3)ccc2o1	0.1	16	7	8	5	-6	-3	1.3
CCOC(=O)c1cnc2ccc(OC)cc2c1NCCN1CCOCC1	0.0	8	2	1	0	-7	8	2.1
O=C(C[C@H]1CC[C@H]2[C@@H](COC[C@H](O)CN2C(=O)Nc2ccc3c(c2)OCO3)O1)N1CCN(c2ccccc2)CC1	-0.1	1	.	4	-1	-14	.	4.9

Whole records, looked up by structure. Order of screens: XiGFP reactiv, ARNT-TACC3 inh, EWS-Fli inh, ERp5 inh, DENV2 CPE, GSIS activator, PAX8 reporter, CFTR F508del cor
CCCCN1C(=O)C(CC(=O)NC2CC2)CC(C(=O)N(C(C)C)C(C)C)=C1C (stereo not drawn) in the list: 0.0, ., -2, 1, 4, 17, -6, 1.1
CC(=O)Nc1cccc(C(=O)N/N=C/c2cccc(C)n2)c1 in the list: 0.0, 12, -2, 1, 3, 16, -5, -1.1

Structures listed so far printed as active in DENV2 CPE:
structure	ARNT-TACC3 inh	ERp5 inh	DENV2 CPE	GSIS activator	CFTR F508del cor
O=C(C1CCOCC1)N1C[C@@H]2[C@H](c3ccccc31)[C@H](CO)N2C(=O)c1ccccc1	3	-4	89*	-7	1.8
CCOC(=O)CNC(=O)N(C)[C@H]1C[C@H]2c3[nH]c4ccccc4c3CCN2C(=O)[C@H]1[C@H](C)O	.	-2	24*	2	0.2
